# Assay outcomes from PubChem.
# Vif-APOBEC3F blk – blocks the Vif interaction with APOBEC3F. HeLa A3F-eYFP + Vif (tagged APOBEC3F with the HIV-1 protein that degrades it), YFP fluorescence increase. Potency, µM (doses to about 46.1 µM), for inactives: at the highest dose activity, negative = active. 0.2% of 390,000 active; further: potency means the concentration at half of the fitted maximal effect; % of control where 0% means no effect; nearly all actives have a fitted effect of over 65% in size
#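 Fluorescence increase (Ex 488/Em 500-530) after overnight compound treatment at 37 deg C flags inhibition of Vif-driven A3F-eYFP loss in stable HeLa A3F-eYFP/Vif cells seeded overnight beforehand.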
# Glioma ERSR ind – ER stress response induction in glioma. U87-MG GRP78 promoter luciferase reporter, 16 h. Potency, µM, for inactives: at the top dose activation, most hits filed as activators. 0.02% of 420,000 active; further: potency means the concentration at half of the fitted maximal effect; series mostly up to about 76 µM; % of control where 0% means no effect; nearly all actives have a fitted effect of over 35% in size
#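 ERSR induction read as luciferase luminescence (Bright-Glo, 10 min at room temperature) in stably transfected human U87-MG glioma cells exposed to compounds for 16 h, using GRP78 as sensor.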
# 12-LOX inh – ALOX12 (human) lipoxygenase inhibition | P18054 | purified 12hLO, xylenol orange hydroperoxide absorbance | Potency, µM (highest dose often 108 µM), inactives show at the top dose activity change, negative = inhibition, actives largely listed as inhibitors | 1.1% of 580,000 active; further: potency means the concentration at half of the fitted maximal effect; on the % scale 0 is the no-effect control and ±100 the full control effect
#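 Purified human 12hLO at 150 nM in 25 mM Hepes, 0.01% Triton X-100, pH 7.0, preincubated 15 min at room temperature with compound. Reaction started with 40 uM arachidonic acid, 30 min at room temperature. Hydroperoxide measured by Fe-xylenol orange, 573/405 nm absorbance ratio.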
# RGS4 inhibitor – human RGS4 inhibition; P49798; Transcreener GDP fluorescence polarization, RGS4-accelerated GTP hydrolysis; Potency, µM (titrated, usually from 114 µM), inactives show top-dose activity change, negative = inhibition, usual class: inhibitors; 0.039% of 390,000 active; further: potency means the concentration at half of the fitted maximal effect; on the % scale 0 is the no-effect control and ±100 the full control effect; nearly all actives have a fitted effect of over 75% in size; some results filed as inactive show a strong effect at the top dose
# Target sequence (P49798 whole entry, looked up): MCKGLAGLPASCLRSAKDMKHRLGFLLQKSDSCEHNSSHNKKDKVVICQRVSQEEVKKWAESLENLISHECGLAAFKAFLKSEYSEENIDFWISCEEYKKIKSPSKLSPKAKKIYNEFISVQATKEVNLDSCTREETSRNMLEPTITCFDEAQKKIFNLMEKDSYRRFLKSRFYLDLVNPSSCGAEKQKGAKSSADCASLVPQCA
#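 MLSMR compounds (23 nl, pin-transferred) preincubated 10 min at room temperature with a 500nM (2x) first reagent, then RGS4 at 900nM (2x) plus Transcreener GDP mix added; fluorescence polarization (620/688 nm) read before and after 90 min at 30 °C.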
# D2 ag – D2 dopamine receptor (human) agonism; P14416; HEK293 T-REx D2 cells, calcium flux agonist mode; activation, % at 2 µM; 0.53% of 340,000 active;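 active means activation over 3 SD above normal in the single-dose calcium agonist read, cut at about 30% in these data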; further: 0% is about no effect
#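 Agonism is scored from calcium flux in a force-coupled, inducible HEK293 cell line expressing D2, read kinetically for 180 s after compound addition against dopamine controls.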
# LDHA inh – LDHA (human) enzyme inhibition. P00338. 0.15% of 480,000 active. activity change, % (values are at about 110 or 230 µM). AID 1347041. purified LDHA, NADH/diaphorase-resazurin fluorescence; stronger effect = lower value; in the data active means activity change below about -30%; inconclusive means mostly about -25% to -30%;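 further: plate controls were DMSO wells for no effect and wells without enzyme for full effect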
#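 LDH5 2 nM; NADH 0.06 mM, pyruvate 0.2 mM; 200 mM Tris pH 7.4, EDTA, Tween-20; 5 min RT. Detection: diaphorase 0.133 mg/mL + resazurin 37 µM, fluorescence ex540/em590 at 0 and 20 min; normalized to enzyme-free and DMSO wells.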
# D2 antag – antagonists of human D2 dopamine receptor | inhibition, % at 10 µM | 2% of 340,000 active | HEK293 TREx D2 cells, calcium flux, dopamine EC80; in the data active means inhibition above about 30%; further: 0% is about no effect
#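 Measurement of antagonist activity uses fluorescent calcium dye in inducible HEK293 T-REx D2 cells: 10 s baseline, compound addition with 180 s read, EC80 dopamine addition with a further 180 s read.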
# ERG-DNA inh – inhibitors of human ERG Ets domain-DNA interaction; P11308; fluorescence polarization, His-ERG Ets domain / labelled DNA; Potency, µM (series often up to 76.9 µM), for inactives: at the highest dose FP activity, negative = inhibition, most hits filed as inhibitors; 0.028% of 370,000 active; AID 624246; active means well fitted inhibition curve with a large enough effect in the polarisation, with a control signal flat; inconclusive means small, poorly fitted or top-dose-only effect, or effect the other way, or a change in a side signal; inactive means no such curve, though single readings can be large or run the other way; the % refers to the polarisation;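 further: polarization taken with two DNA probes labelled with fluorescein and Texas red; potency means the concentration at half of the fitted maximal effect; % of control where 0% means no effect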
# Target sequence (P11308 whole entry, looked up, the tested form may be a part): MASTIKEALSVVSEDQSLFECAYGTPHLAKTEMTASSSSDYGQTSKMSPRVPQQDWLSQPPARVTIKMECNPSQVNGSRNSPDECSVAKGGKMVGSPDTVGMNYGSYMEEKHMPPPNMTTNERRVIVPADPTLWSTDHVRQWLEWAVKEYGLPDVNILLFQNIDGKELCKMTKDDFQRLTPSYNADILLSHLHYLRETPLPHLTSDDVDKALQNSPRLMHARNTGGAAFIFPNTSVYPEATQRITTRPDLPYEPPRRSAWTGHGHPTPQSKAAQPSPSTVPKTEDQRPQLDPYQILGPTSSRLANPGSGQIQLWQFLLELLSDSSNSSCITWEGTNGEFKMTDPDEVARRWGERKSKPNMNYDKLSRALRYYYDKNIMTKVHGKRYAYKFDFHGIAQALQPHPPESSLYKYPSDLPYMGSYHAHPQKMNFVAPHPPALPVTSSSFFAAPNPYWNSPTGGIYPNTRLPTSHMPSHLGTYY
#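 His-tagged ERG Ets domain (1 uM in the protein solution; 300mM KCl, 50mM Tris-HCl, 1mM EDTA, 1mM DTT, pH 7.5) received compound, then a probe mix of 5 nM fluorescein-DNA and 100nM Texas-615-DNA. Fluorescence polarization was read for both dyes.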
# Vif-APOBEC3G blk – blocks the Vif interaction with human APOBEC3G. Q9HC16. HeLa A3G-eYFP + Vif (tagged APOBEC3G with the HIV-1 protein that degrades it), YFP fluorescence, overnight. Potency, µM (titrated, usually from 46.1 µM), for the others: at the top dose activity, negative = active, most hits filed as inhibitors. 0.076% of 410,000 active. AID 602310;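 further: potency means the concentration at half of the fitted maximal effect; on the % scale 0 is the no-effect control and ±100 the full control effect; nearly all actives have a fitted effect of over 60% in size; hits raise eYFP signal because A3G escapes Vif-driven loss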
# Target sequence (Q9HC16 whole entry, looked up): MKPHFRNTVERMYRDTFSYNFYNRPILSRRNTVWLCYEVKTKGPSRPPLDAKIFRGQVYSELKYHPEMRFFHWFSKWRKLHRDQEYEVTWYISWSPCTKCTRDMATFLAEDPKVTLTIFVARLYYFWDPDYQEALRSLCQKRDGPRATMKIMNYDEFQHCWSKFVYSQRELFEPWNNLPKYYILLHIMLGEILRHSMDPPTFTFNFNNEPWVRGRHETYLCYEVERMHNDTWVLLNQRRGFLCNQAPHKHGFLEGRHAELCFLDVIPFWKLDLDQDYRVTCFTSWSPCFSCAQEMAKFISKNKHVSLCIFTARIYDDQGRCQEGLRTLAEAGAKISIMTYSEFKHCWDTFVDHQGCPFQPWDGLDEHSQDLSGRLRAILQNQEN
#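 Read-out is eYFP fluorescence (Ex 488/Em 500-530) from Vif-expressing HeLa A3G-eYFP cells; more signal means A3G escaped Vif-mediated degradation. Cells plated overnight, compound pinned in, incubated overnight at 37 deg C.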
# * marks the source's active call; other numbers are inactive results; ? = inconclusive; . = not tested or not shown; [ ] = another dose, or the depositor's remark. Unless noted, the call rests on the fitted dose curve; in most records, active means well fitted curve in the direction sought with a large enough effect; inconclusive means small, poorly fitted or top-dose-only effect, or another doubt; inactive means no such curve, though single readings can be large; an effect the other way counts as inactive or inconclusive.
SMILES,Vif-APOBEC3F blk,Glioma ERSR ind,12-LOX inh,RGS4 inhibitor,D2 ag,LDHA inh,D2 antag,ERG-DNA inh,Vif-APOBEC3G blk
Cn1cccc1/C=C1\SC(=S)N(NC(=O)c2ccc(F)cc2)C1=O,-10%,-6%,?,14%,0.2,-4,3,30%[activator],-2%
O=C(O)c1ccc(/C=C2\SC(=Nc3ccccc3)N(c3ccccc3)C2=O)cc1,6%,0%,-17%,-27%,-0.7,5,-10,3%,-1%
O=C(CCn1c(=O)c2cccn2c2cccnc21)NCCCN1CCN(c2ccc(F)cc2)CC1,-5%,-4%,-2%,.,.,-6,.,.,-1%
C=C(C)/C=N/NC(=S)Nc1ccc(S(=O)(=O)N2CCOCC2)cc1,0%,0%,?,-10%,.,-11,.,-6%,0%
CN1CCN(C(=O)N2c3ccccc3C=Cc3ccccc32)CC1,-7%,-2%,7%,-5%[11.4 µM],54*,-2,-11,0%,8%
N#CCc1ccc(NC(=O)Nc2cccc(Cl)c2)cc1,4%,0%,136%[activator],-27%,1.7,-9,-7,12%,2%
CCC(=O)N1CCN(CCN=CC2=C(O)CC(C)(C)CC2=O)CC1,-3%,-5%,3%,-3%,0.2,-3,5,15%,-3%
O=C(COC(=O)c1ccc(Br)o1)Nc1nc2ccccc2s1,2%,3%,?,6%,.,-15,.,-3%,0%
CCC(Sc1nc2ccccc2[nH]1)C(=O)Nc1cc(C)on1 (stereo not drawn),-4%,0%,2%,-6%,0.3,-2,4,-7%,-5%
Cc1nn(CC(=O)OCC(=O)NCCc2ccc(F)cc2)c(C)c1[N+](=O)[O-],-1%,1%,0%,4%,.,-2,.,7%,-10%
COc1ccc(NC(=O)c2cccc(S(=O)(=O)N3CCOCC3)c2)cc1,-14%,2%,0%,2%,-0.3,-7,-10,1%,-3%
Cn1c(=O)n(CCC(=O)O)c2ccccc21,-10%,-3%,-21%,2%,0.3,-6,-12,-1%,2%
CCc1cc(C(=O)OC)c(NC(=O)CC2SC(=NC)N(C)C2=O)s1 (stereo not drawn),-9%,0%,3%,4%,-0.3,-7,63*,10%,-5%
Clc1cccc2sc(N3CCOCC3)nc12,3%,4%,-22%,25%,.,2,.,-2%,0%
CCOc1ccc(N2CC(C(=O)N3CCN(c4ccccn4)CC3)CC2=O)cc1 (stereo not drawn),1%,-1%,7%,14%,0.1,-2,-14,-7%,-6%

# Some of the entries so far, tab-delimited:
Compound	Vif-APOBEC3F blk	Glioma ERSR ind	12-LOX inh	RGS4 inhibitor	D2 ag	LDHA inh	D2 antag	ERG-DNA inh	Vif-APOBEC3G blk
O=C(CCn1c(=O)c2cccn2c2cccnc21)NCCCN1CCN(c2ccc(F)cc2)CC1	-5%	-4%	-2%	.	.	-6	.	.	-1%
C=C(C)/C=N/NC(=S)Nc1ccc(S(=O)(=O)N2CCOCC2)cc1	0%	0%	?	-10%	.	-11	.	-6%	0%

# New compounds follow:
SMILES,Vif-APOBEC3F blk,Glioma ERSR ind,12-LOX inh,RGS4 inhibitor,D2 ag,LDHA inh,D2 antag,ERG-DNA inh,Vif-APOBEC3G blk
COc1ccc(OC)c(-c2cnc(OC(C)(C)C)nc2OC(C)(C)C)c1,-12%,-3%,4%,-2%,17,4,17,5%,?
COCCn1c(SCC(=O)N2CCc3ccccc3C2)nc2cc(Cl)ccc2c1=O,0%,-5%,-10%,-9%,-0.5,-3,-1,.,0%
COc1ccc(CC(=O)Nc2ccc(-c3noc(-c4cc(OC)c(OC)c(OC)c4)n3)cc2)cc1,1%,-2%,?,-33%,-0.3,-8,-25,-11%,-8%
Cc1cccc(NC(=O)C2CCN(c3nc4ccccc4[nH]3)CC2)c1C,-2%,-1%,?,-3%,-0.6,-4,.,4%,0%
Cc1ccc2onc(CNC(=O)N(C)Cc3ccccc3)c2c1,9%,1%,5%,1%,-0.2,0,.,3%,-4%
CC(=O)Nc1ccc(NC(=O)C2Cc3c(-c4cccc(NC(C)=O)c4)ccnc3O2)cc1 (stereo not drawn),.,-1%,-11%,.,.,3,.,.,2%
CCOC(=O)c1cnc2nc(N3CCOCC3)nn2c1N,-1%,3%,-3%,9%,0.1,-9,-5,12%,0%
COc1ccc(CCNC(=O)Nc2cccc([N+](=O)[O-])c2)cc1,1%,0%,-18%,-12%,-0.5,-2,14,21%,3%
CN(CC(=O)Nc1ccc(C(N)=O)cc1)S(=O)(=O)c1ccc2c(c1)OCCO2,-23%,2%,-12%,-10%,.,-3,.,4%,3%
CCc1cc(=O)oc2c3c(cc(OCC(=O)NCc4cccnc4)c12)OC(C)(C)CC3,3%,1%,-11%,4%,-0.8,-6,14,-2%,-1%
CCN1CCN(C(=S)Nc2ccc(C(C)=O)cc2)CC1,0%,-1%,-10%,20%,0.4,-5,12,-19%,2%
O=C(CSc1nccn1-c1ncc(C(F)(F)F)cc1Cl)c1ccc(Br)cc1,-6%,5%,.,-2%,-0.4,-3,-20,-5%,-10%
Cn1c(=O)n(C)c2cc(NC(=O)c3ccccc3[N+](=O)[O-])c(Br)cc21,11%,0%,0%,-10%,.,-2,.,10%,2%
CCOC(=O)/C(O)=C(\C#N)c1nc2ccccc2[nH]1,?,2%,3%,11%,0.5,1,-8,-1%,0%
S=C(Nc1ccc(Cl)c(Cl)c1)N1CCOCC1,1%,0%,-3%,-21%,0.3,-14,-17,0%,-5%
COc1ccc(NC(=O)CSc2n[nH]c(-c3ccncc3)n2)cc1Cl,0%,1%,-16%,6%,.,-4,.,4%,-1%
CCC(C)[C@H](NC(=O)C1(c2ccccc2)CCN(C(=O)OC(C)(C)C)CC1)C(=O)N[C@@H](C(=O)O)c1ccccc1 (stereo partly drawn),-2%,-1%,-8%,4%,0.1,-3,-3,9%,0%
O=C(Nc1cc(F)ccc1F)C1COc2ccccc2C1 (stereo not drawn),4%,1%,-31%,-1%,1.0,-3,.,7%,0%
CCSc1nnc(NC(=O)Cc2ccccc2OC)s1,2%,-5%,0%,-11%,0.9,-5,5,-7%,1%
Oc1c(/C=C/C=C/C=Nc2ccccc2)sc(=S)n1Cc1ccccc1,?,1%,13µM*,?,2.2,-1,1,102%[activator],-5%
CN(CCC1CCOCC1)C(=O)CC1C(=O)NCCN1Cc1ccoc1 (stereo not drawn),18%,2%,4%,-1%,-1.2,2,-2,5%,-9%
Cc1ccc(C2CC(c3cccs3)=NN2C(=O)CCl)cc1 (stereo not drawn),0%,-16%,?,-15%,0.7,-2,4,8%,-18%
CCCOC(=O)c1ccc(S(N)(=O)=O)o1,0%,-1%,-19%,14%,1.4,-10,-6,4%,2%
Cc1nn(Cc2ccccc2)c(C)c1C(=O)NCCCN1CCCC1=O,0%,1%,-5%,8%,0.2,-8,0,0%,1%
O=C(Cc1ccc(O)cc1)N/N=C/c1cccnc1,-4%,0%,499%[activator],4%,.,-2,.,5%,-3%
COc1cc(/C=C2\C(=O)ON=C2c2ccccc2)cc(Br)c1O,-14%,-14%,?,?,0.2,1,1,54%[activator],?
S=c1[nH]nc(C2CCCCC2)n1/N=C/c1cccc(Br)c1,5%,-3%,19%,-12%,0.9,-5,-12,-3%,0%
COC(=O)CSc1nc(NC(C)C)nc(N2CCOCC2)n1,-9%,-3%,4%,-10%,1.0,-5,2,-13%,2%
O=C(CCc1ccccc1)NNC(=S)NC(=O)c1ccccc1,0%,0%,?,-49%,0.6,6,-3,.,0%
CC(=O)c1ccc(NC(=S)NCc2ccc(Cl)cc2Cl)cc1,-7%,-14%,?,-18%,2.7,-8,2,3%,-5%
N#Cc1ccccc1NC(=O)CN1CCN(Cc2ccccc2)CC1,-7%,-4%,0%,-5%,.,-4,.,6%,-1%
CC(Oc1ccc(F)cc1)C(=O)Nc1ccc2ccccc2c1 (stereo not drawn),-7%,7%,0%,31%,-1.7,-11,13,-9%,-10%
CN1CC(=O)Nc2ccc(F)cc2C1=O,4%,-5%,0%,-15%,0.1,2,7,4%,2%
COC(=O)c1cccc(NS(=O)(=O)c2ccc(OC)cc2)c1C,3%,-2%,1%,28%,0.2,-2,-7,-3%,?
CC(C)(C)C(=O)OCC1OC(n2cnc(C(N)=O)n2)C(O)C1O (stereo not drawn),0%,-4%,-9%,1%,1.1,3,-7,-1%,-6%
Cc1ccc(C)c(Nc2c([N+](=O)[O-])c(=O)oc3ccccc23)c1,9%,-8%,0%,11%,-0.7,-3,26,12%,?
O=C(Nc1cccc(Cl)c1)ON1CCCCC1,0%,-1%,?,.,.,-1,.,.,1%
Cc1ccn2c(Nc3ccc4c(c3)OCCO4)c(-c3ccc(Cl)s3)nc2c1,-2%,2%,?,-4%,.,2,.,-4%,-8%
Cc1onc(NC(=O)NC(=O)c2c(F)cccc2Cl)c1Br,4%,8%,?,-34%,.,1,.,9%,-11%
Cc1ccc2[nH]c(=O)c(CN(Cc3ccc4c(c3)OCO4)Cc3nnnn3C3CCCC3)cc2c1,6%,8%,-27%,-26%,-0.4,16,-3,.,0%
CN(C(=O)c1ccc(NC(=O)C2CC=CCC2C(=O)O)cc1)c1ccccc1 (stereo not drawn),-6%,-3%,-12%,-8%,-0.5,-2,-5,-5%,-2%
Cc1ccc(NC(=O)CCN2C(=O)OC(C)(C)C2(C)O)cc1 (stereo not drawn),-12%,7%,-2%,12%,1.3,-2,-10,-9%,-1%
Cc1ccc(N(C)S(=O)(=O)c2nnc(NC(=O)C3CCCCC3)s2)cc1,1%,-5%,-9%,8%,-1.5,-15,.,5%,-2%

# Not all compounds are listed, so the mix of outcomes need not match the whole.
